Screens as filed in PubChem.
MT1-MMP act inh: blocks activation of human MT1-MMP; GFP/RFP ratio change, % at 20 µM; 360,000 tested, 0.061% active; AID 651647; HT1080 RFP-PRO-GFP cells, GFP/RFP ratio fluorescence, overnight; percent of plate control window, DMSO zero; P50281;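 active = GFP/RFP ratio change of at least 30% with cell ATP level not reduced by more than half and red fluorescence within 50% of control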; note: strong numbers were not always called active
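system = RFP-PRO-GFP reporter HT1080 cells | dosing = 20 µM single dose, 1% DMSO | timing = overnight cell settling, then overnight compound exposure, 37 °C, 5% CO2 | read-out basis = GFP/RFP fluorescence ratio | controls = DMSO and RFP-L50D-GFP cell wells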
CSN inh: blocks human CSN-mediated cullin deneddylation | Q92905 | Purified CSN, SCF-Nedd8-OG deneddylation, fluorescence polarization | inhibition, % at 12.5 µM | 360,000 tested, 0.38% active | AID 651999;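 active = pattern-corrected inhibition above about 35%, with an unprinted fluorescence ratio check between 0.5 and 1.5, limit read from the data, passing the limit was not always enough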;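 note: 0% = enzyme with substrate and 100% = substrate without enzyme; some results filed as inactive read as strong as hits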
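Assay system: purified human Csn5 enzyme expressed in HEK293T cells; Input: 0.24 nM Csn5 enzyme, final concentration; Reagent: 10 nM SCFSkp2-Nedd8OG; Compound dosing: 12.5 µM single point; Times: reaction 90 min, room temperature; Technique: fluorescence polarization readout.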
MLLE-PAM2 inh: inhibitors of microRNA-mediated deadenylation, human PABP1 MLLE binding | P11940 | GST-MLLE / FITC-PAM2 fluorescence polarization | inhibition, % at 20 µM | 360,000 tested, 0.36% active | AID 588489; in the data active = inhibition above about 35%, passing the limit was not always enough;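 note: plate controls were DMSO wells with GST-MLLE for no effect and wells lacking GST-MLLE protein for full effect; some results filed as inactive read as strong as hits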
Target sequence (P11940 whole entry, looked up): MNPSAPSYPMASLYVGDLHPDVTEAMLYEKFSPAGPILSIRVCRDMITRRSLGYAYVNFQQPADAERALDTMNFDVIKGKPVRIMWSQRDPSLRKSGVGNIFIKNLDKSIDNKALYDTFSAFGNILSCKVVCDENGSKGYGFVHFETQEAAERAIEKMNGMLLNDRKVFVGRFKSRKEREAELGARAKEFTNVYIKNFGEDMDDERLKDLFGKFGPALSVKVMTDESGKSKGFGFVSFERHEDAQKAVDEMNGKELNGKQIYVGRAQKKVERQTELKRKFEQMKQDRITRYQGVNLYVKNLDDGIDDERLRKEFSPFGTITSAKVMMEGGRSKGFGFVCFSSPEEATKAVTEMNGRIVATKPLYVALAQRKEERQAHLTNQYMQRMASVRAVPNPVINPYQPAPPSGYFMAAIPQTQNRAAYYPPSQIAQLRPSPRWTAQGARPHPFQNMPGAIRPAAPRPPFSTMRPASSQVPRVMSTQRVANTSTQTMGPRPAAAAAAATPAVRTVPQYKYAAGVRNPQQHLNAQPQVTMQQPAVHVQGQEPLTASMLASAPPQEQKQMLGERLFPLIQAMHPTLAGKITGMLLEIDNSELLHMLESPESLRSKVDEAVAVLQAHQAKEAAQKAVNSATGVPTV
FAS-TE inh: FAS thioesterase (human) inhibition; 360,000 tested, 0.67% active; recombinant FAS-TE, OMFH fluorogenic substrate, fluorescence endpoint; inhibition, % at 15 µM;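 active = compounds whose normalised, plate-corrected inhibition of enzyme fluorescence in the single-dose primary screen is 50% or more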;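 note: 0% = DMSO with enzyme and 100% = substrate without enzyme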
Neddyl block: blocks human cullin neddylation. P61081+Q13564. TR-FRET cullin neddylation, biochemical. calls only at 25 µM. 360,000 tested, 0.58% active. AID 651699; in the data active = inhibition above about 36%
Rpn11 inh: blocks the human proteasome subunit Rpn11 | O00487 | calls only at 20 µM | 360,000 tested, 0.59% active | human 26S proteasome, Ub4-pepOG fluorescence polarization; 20S core pre-blocked with epoxomicin | AID 588493;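 active = inhibition at 20 µM, scaled to each plate's controls, above about 33%, limit read from the data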
Target sequence (O00487 whole entry, looked up): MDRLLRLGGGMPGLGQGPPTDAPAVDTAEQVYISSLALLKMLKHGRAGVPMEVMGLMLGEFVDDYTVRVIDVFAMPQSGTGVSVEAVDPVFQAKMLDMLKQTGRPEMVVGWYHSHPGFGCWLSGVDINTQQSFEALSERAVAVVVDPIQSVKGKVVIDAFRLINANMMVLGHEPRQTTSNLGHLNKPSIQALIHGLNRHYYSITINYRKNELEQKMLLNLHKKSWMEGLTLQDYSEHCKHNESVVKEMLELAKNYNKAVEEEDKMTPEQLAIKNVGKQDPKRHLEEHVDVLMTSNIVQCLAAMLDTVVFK
Rin1-Abl PPI inh: blocks binding of human Rin1 to Abl. P00519+Q13671. TR-FRET Rin1/Abl binding, biochemical. inhibition, % at 7.35 µM. 360,000 tested, 0.4% active. AID 588664; in the data active = inhibition above about 5%, passing the limit was not always enough
SKN-1 inh: C. elegans SKN-1 inhibition. C. elegans VP596 Pgst-4::GFP/RFP ratio, acrylamide-induced, 24 h. AID 624304. inhibition, % at 21.8 µM. 360,000 tested, 0.49% active;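 active = interference check ratio from 0.5 to 1.5 plus GFP to RFP signal ratio inhibition reaching or exceeding a fixed threshold, cut at about 30% in these data, passing the limit was not always enough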; note: some compounds called inactive have numbers as strong as hits
NadD block: inhibitors of Staphylococcus aureus NadD | purified NadD enzyme, colorimetric absorbance read-out | inhibition, % at 20 µM | 360,000 tested, 0.78% active | AID 602399; in the data active = inhibition above about 26%; note: some compounds past the cut are filed as inactive
* hit, by the source's call; i = inactive; · = not tested or not shown; + = active, no number.

SMILES | MT1-MMP act inh | CSN inh | MLLE-PAM2 inh | FAS-TE inh | Neddyl block | Rpn11 inh | Rin1-Abl PPI inh | SKN-1 inh | NadD block
C=CCSC1=N/C(=C/c2ccsc2)C(=O)N1c1ccccc1 | 2 | 3 | 5 | -7 | i | i | 0 | 9 | -3
Fc1ccc2c(c1)C(c1ccncc1)=NNC(c1cccnc1)=N2 | 2 | 2 | -8 | -12 | i | i | -2 | -7 | -3
O=C(NCC(c1ccco1)N1CCN(c2ccccc2)CC1)c1ccco1 (stereo not given) | 0 | -5 | -3 | -5 | i | i | 1 | 5 | 5
N#C/C(=C/c1ccccc1)C(=O)OCC(=O)Nc1ccccc1[N+](=O)[O-] | -4 | 2 | 3 | -4 | i | i | 1 | 2 | 7
Cc1[nH]n(-c2ccccc2)c(=O)c1N=Nc1ccccc1C(=O)N1CCCCC1 | 1 | -5 | -1 | 15 | i | i | -2 | 6 | -14
CN(C)c1ccc(C(=O)C(=O)c2ccccc2)cc1 | 3 | -5 | -8 | 5 | i | i | 1 | 5 | -9
Cc1cccc(Cn2c(=O)n(Cc3ccco3)c(=O)c3ccccc32)c1 | -5 | -4 | -10 | 23 | i | i | 0 | 7 | -4
O=C(CSc1nnc(-c2ccncc2)n1-c1ccccc1)N1CCN(c2ccc(Cl)cc2)CC1 | -1 | -1 | -116 | -10 | i | i | 5 | 22 | 11
CN[C@H]1C[C@H]2c3[nH]c4ccc(-c5ccc(OC)cc5)cc4c3CCN2C(=O)[C@H]1[C@H](C)O | -5 | 5 | -27 | 1 | · | i | -4 | 8 | 1
O=C(c1ccc2c(c1)N(Cc1ccccc1)CCS2)N1CCOCC1 | 1 | 1 | 13 | 1 | · | i | 3 | -5 | 0
COc1ccc(-c2cc(C(=O)N3CCN(C(c4ccccc4)c4ccccc4)CC3)no2)cc1 | -20 | 0 | 3 | 26 | i | i | -7 | -12 | 12
COc1cc(C2C(C(=O)c3cccs3)=C(O)C(=O)N2CCN2CCOCC2)ccc1OCCC(C)C (stereo not given) | -1 | 0 | 1 | 1 | i | i | 1 | 7 | 6

One compound at a time, as listed above:
`CN[C@H]1C[C@H]2c3[nH]c4ccc(-c5ccc(OC)cc5)cc4c3CCN2C(=O)[C@H]1[C@H](C)O` is entered as MT1-MMP act inh: -5; CSN inh: 5; MLLE-PAM2 inh: -27; FAS-TE inh: 1; Neddyl block: ·; Rpn11 inh: i; Rin1-Abl PPI inh: -4; SKN-1 inh: 8; NadD block: 1
`O=C(NCC(c1ccco1)N1CCN(c2ccccc2)CC1)c1ccco1` (stereo not given) is entered as MT1-MMP act inh: 0; CSN inh: -5; MLLE-PAM2 inh: -3; FAS-TE inh: -5; Neddyl block: i; Rpn11 inh: i; Rin1-Abl PPI inh: 1; SKN-1 inh: 5; NadD block: 5
`C=CCSC1=N/C(=C/c2ccsc2)C(=O)N1c1ccccc1` is entered as MT1-MMP act inh: 2; CSN inh: 3; MLLE-PAM2 inh: 5; FAS-TE inh: -7; Neddyl block: i; Rpn11 inh: i; Rin1-Abl PPI inh: 0; SKN-1 inh: 9; NadD block: -3

The list goes on:
SMILES | MT1-MMP act inh | CSN inh | MLLE-PAM2 inh | FAS-TE inh | Neddyl block | Rpn11 inh | Rin1-Abl PPI inh | SKN-1 inh | NadD block
O=C(c1ccc2c3c(cccc13)CC2)C1CCCN(C(=O)c2ccc[n+]([O-])c2)C1 (stereo not given) | -4 | -3 | -7 | -11 | i | i | -1 | 6 | 2
CCS(=O)(=O)Nc1cccc(-c2ccc3nnc(-c4cccnc4)n3n2)c1 | 4 | -2 | -6 | 2 | i | i | -10 | 8 | 5
CCS(=O)(=O)Nc1ccc(C2=NN(C(=O)c3ccccc3)C(c3cccs3)C2)cc1 (stereo not given) | -8 | 3 | -1 | 14 | i | i | 2 | -7 | -4
CN(c1ccc([N+](=O)[O-])cc1)c1cc2c(c3c1ccn3C)C1CCC2C1 (stereo not given) | 3 | 0 | -20 | 33 | i | i | -1 | 12 | -3
O=C1CCCN2N=C(SCC(=O)Nc3ccc([N+](=O)[O-])cc3)SC2=N1 | 9 | 2 | -8 | 8 | i | i | -2 | 11 | 12
COc1ccccc1C=CC(=O)C=Cc1ccccc1OC | 9 | 5 | 1 | 4 | i | i | 2 | -4 | 2
Cc1cc(C)cc(NC(=O)Cn2c(=O)oc3cc(S(=O)(=O)N4CC(C)CC(C)C4)ccc32)c1 (stereo not given) | 5 | 2 | -6 | 21 | i | i | 0 | -7 | 36*
C=C1C(=O)OC2CC1C(O)CC(C)=CCCC(C)=CC(O)CC2C (stereo not given) | -10 | 2 | 9 | -8 | i | i | 3 | -2 | 0
Cc1noc(C)c1COC(=O)c1ccccc1Oc1ccccc1 | 0 | -4 | 3 | 21 | i | i | 3 | 7 | -1
CS(=O)(=O)N(CC(=O)NCCSCc1ccccc1)c1ccccc1 | -3 | -5 | 8 | 2 | i | i | -2 | -5 | -6
COc1ccc(C(C)(C)C)cc1NC(=O)CCn1[nH]c(=O)ccc1=O | 1 | 2 | 1 | -8 | i | i | 4 | 9 | -5
O=C(O)C(Cc1ccccc1)N1Cc2ccccc2C1=O (stereo not given) | 5 | -4 | -4 | -9 | i | i | -1 | -23 | -3
Cc1cc(C)cc(NC(=O)C(NCC2CCCO2)c2ccccc2)c1 (stereo not given) | -14 | 3 | 0 | -3 | i | i | -1 | 6 | -7
O=C(Cn1nnc(-c2ccc(Cl)cc2)n1)N1CCN(C(=O)c2ccco2)CC1 | 0 | -6 | 13 | -1 | i | i | 3 | -9 | 1
COc1cc(/C=C/C(=O)OCC(=O)N2CCCC2)cc(OC)c1OC | 6 | 0 | 8 | -6 | i | i | -1 | 8 | 4
Cc1nn(C)c(C)c1CN(Cc1nc(-c2ccc(F)cc2F)oc1C)C1CC1 | -1 | -9 | -5 | -6 | i | i | -1 | 2 | -4
COC(=O)c1ccccc1Sc1ncnc2onc(C)c12 | -1 | 5 | 34 | 6 | i | i | -1 | -5 | -2
O=C(Nc1ccc2c(c1)C(=O)N(c1ccccc1)C2=O)c1cccs1 | -2 | -5 | 8 | -4 | i | i | 5 | 11 | -1
CS(=O)(=O)N1CCN=C1SCc1ccc([N+](=O)[O-])cc1 | -2 | -2 | 40 | -13 | i | i | 1 | 15 | -6
CCOC(=O)N(CC)OC(=O)Nc1ccc(Cl)cc1 | 1 | -1 | 11 | -2 | i | i | -4 | 16 | -6
COc1ccc(C(=O)NC(=O)CSc2nc3nc(C)cc(C)n3n2)cc1 | 0 | 6 | 20 | -4 | i | i | 1 | 1 | -1
CCCCN(Cc1ccccc1)S(=O)(=O)c1ccc2c(c1)n(C)c(=O)c(=O)n2C | -6 | -3 | 9 | -1 | i | i | -1 | -4 | 7
CCN(CC)S(=O)(=O)c1ccc(N/N=C(\C)c2cccnc2)nc1 | 3 | 3 | 0 | 1 | i | i | -2 | -5 | 5
COC(=O)Cc1csc(/N=C/c2c(O)n(-c3cccc(C(F)(F)F)c3)c(=O)c3ccccc23)n1 | -9 | 7 | -21 | 3 | · | i | 4 | 10 | -1
N#CC1=C(N)Oc2n[nH]c(-c3cccs3)c2C1c1ccccc1C(=O)O (stereo not given) | -2 | 2 | 1 | -4 | i | i | 0 | -11 | -5
COc1ccc(C(C(=O)NCC2CCCO2)N(C(=O)c2snc(C(N)=O)c2N)c2ccccc2C)cc1OC (stereo not given) | -2 | 3 | -2 | -3 | · | i | 1 | -9 | 0
Cc1cccc(-n2ncc(C(=O)NC3CCCC3)c2C2CCN(C(=O)OC(C)(C)C)CC2)c1 | · | 0 | -15 | 2 | i | i | 2 | 8 | -2
CCOC(=O)N1CCN(CC(=O)Nc2sc(CC)cc2C(=O)c2ccc(OC)cc2)CC1 | -10 | -3 | -4 | 40 | i | i | -2 | 12 | -2
CC1(c2ccc(Cl)cc2)NC(=O)CS1 (stereo not given) | 1 | 4 | 20 | -4 | i | i | 1 | -5 | 5
Cc1cc(C)nc(NS(=O)(=O)c2ccc(NC(=O)c3ccc(N4C(=O)CCC4=O)cc3)cc2)n1 | 0 | -11 | -9 | -4 | i | i | 3 | -17 | 2
C#CCN1C(=O)S/C(=C/C=C/c2ccc(N(C)C)cc2)C1=O | 0 | 59* | -46 | 13 | i | · | -2 | 47* | -4
CC(CCc1ccccc1)NC(=O)COC(=O)c1cccc(N(C)C)c1 (stereo not given) | 1 | 3 | 1 | 9 | + | i | -2 | -13 | -4
Cc1cccc(OCCCn2c(CCNC(=O)C(C)C)nc3ccccc32)c1 | 1 | 1 | 7 | 4 | i | i | 1 | -4 | -2
CCCC(=O)N(CCc1ccc(OC)cc1)Cc1nc2ccccc2c(=O)[nH]1 | -3 | -5 | -3 | -3 | i | i | 3 | 4 | -5
CC(=O)N1CCN(c2ccccc2NC(=O)c2ccc(Br)o2)CC1 | -6 | 0 | -5 | 0 | i | i | 1 | 15 | -1
O=C(Nc1cccc(S(=O)(=O)N2CCCCCC2)c1)c1ccc(Cl)nc1 | 3 | -2 | -11 | 14 | i | i | 1 | -2 | 0
O=C(NCCc1ccc(C(F)(F)F)cc1)C1CCC(=O)N(CCCc2ccccc2)C1 (stereo not given) | 3 | 1 | -5 | 5 | i | i | -8 | -7 | 0
Cc1cc(C)cc(NC(=S)NCc2ccncc2)c1 | 2 | -1 | -9 | -1 | i | i | -2 | -7 | -3
CCC1CCCCN1S(=O)(=O)c1ccc(C(=O)N(CCCN(C)C)c2nc3cc4c(cc3s2)OCO4)cc1 (stereo not given) | 0 | 2 | -6 | 17 | i | i | -7 | 1 | -2
O=C(/C=C/c1cccc([N+](=O)[O-])c1)NCCSCc1cccc(Cl)c1 | 4 | -4 | 11 | 58* | i | i | 0 | 5 | -6
CCOC(=O)c1ccc2ncc(-c3ccccc3)nc2c1 | 8 | 3 | 5 | 21 | i | i | -1 | 19 | -9
O=C(O)CCN(CCC(=O)O)c1nnc(SCc2ccccc2)s1 | -3 | -2 | 2 | -9 | i | i | -1 | 8 | -3
Cc1ccc(C)c(OCCC(=O)OCC(=O)N2CCN(c3ccccc3)CC2)c1 | 4 | 3 | -12 | 11 | i | i | 6 | 8 | -2
Cc1cc(C)nc(Nc2n[nH]c(COc3cccc4ccccc34)n2)n1 | -2 | 4 | -2 | -6 | i | i | 0 | 4 | 14
COc1ccc(-c2ccc(NS(=O)(=O)c3cc([N+](=O)[O-])c(C)c([N+](=O)[O-])c3)cc2)nn1 | 1 | 12 | -4 | 59* | i | i | -1 | 12 | 4
O=C(Nc1ccccc1)c1ccc(S(=O)(=O)N2CCOCC2)cc1 | -3 | -6 | 14 | -6 | i | i | 1 | -13 | -3
Cc1cccc(C(=O)N2CCCC(c3nc(-c4ccc(C)o4)no3)C2)c1 (stereo not given) | -1 | 2 | 8 | -12 | i | i | 1 | 21 | -8
CC(=O)NS(=O)(=O)c1ccc(NC(=S)Nc2ccccc2)cc1 | 1 | 0 | 13 | -5 | i | i | -3 | 21 | 2
O=C1C(=O)c2ccccc2C(O)=C1CCCCl | 9 | 26 | 16 | -5 | i | i | 0 | 9 | -5
Nc1nc(Cl)cc(=O)n1Cc1ccc(Cl)cc1 | 3 | 2 | 0 | -3 | i | i | -2 | -2 | -4
Cc1ccc(OCC(=O)NNC(=O)c2ccc3c(=O)n4c(nc3c2)CCC4)cc1 | 2 | -2 | -2 | -4 | i | i | 2 | -10 | 1
CCOC(=O)[C@]12CCC=C1N(Cc1ccccc1)C(=O)[C@H](CC(=O)NCC13CC4CC(CC(C4)C1)C3)C2 | -1 | -2 | · | 14 | i | · | · | 2 | 6
